Source: PubChem
KKLEB tox – CF airway cell cytotoxicity counter-screen | KKLEB CF airway cells viability, ATPlite luminescence, overnight; stronger effect = lower value; cells stimulated with P. aeruginosa culture filtrate | activity change (cytotoxicity), % at 5 µM | 360,000 compounds, 0.36% hits | AID 602141;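 active = corrected activity change at or below -50% at 5 µM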
Shn3 inh set2 – Schnurri-3 reporter inhibition in Clone20 osteoblasts; Clone20 osteoblast Shn3 3'UTR firefly luciferase, 24 h; inhibition, % at 12.5 µM; 360,000 compounds, 0.52% hits; AID 588674;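 active = mean inhibition of at least 75% with every replicate also reaching 75%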;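 note: 0% = median of neutral control wells and 100% = pilot-screen positive control compound; some compounds past the cut are filed as inactive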
CF NFkB block – blocks PAF-induced NF-kB reporter in cystic fibrosis cells; KKLEB NF-kB-GFP reporter, GFP fluorescence overnight; inhibition, % at 5 µM; 360,000 compounds, 0.86% hits;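 active = at least 50% inhibition at 5 µM, scaled per plate between neutral and stimulator controls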;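 note: PAF is a Pseudomonas aeruginosa culture filtrate used as stimulus; plate controls were PAF-stimulated DMSO wells for no effect and unstimulated DMSO wells for full effect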
TRAIL sens C8 – sensitizes caspase-8 expressing cells to TRAIL; NB7+C8 cells + TRAIL, ATPlite viability luminescence; inhibition (viability loss, TRAIL sensitization), % at 10 µM; 360,000 compounds, 1% hits;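 active = compounds causing at least 50% loss of cell viability in the single-dose screen, relative to plate controls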
TRPM1 prom inh – reduces MITF-dependent TRPM1 promoter luciferase signal. 330,000 compounds, 0.83% hits. SK-MEL-5 TRPM1 promoter luciferase, 24 h. inhibition, % at 12.5 µM;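 active = mean inhibition across replicates of 60% or more, whatever share of single replicates reaches that level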; note: values of inactives mirror those of a sister screen read the other way
TROY NFkB inh – blocks TROY-dependent signaling in reporter cells; 360,000 compounds, 0.98% hits; AID 1347056; Q293 LMP1-TROYcd NF-kB luciferase reporter, 4 h; inhibition, % at 10 µM;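 active = compounds whose plate-normalised and pattern-corrected inhibition of the luciferase reporter signal at the single screening dose is 50% or more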
NR2E3 ag-1 – human photoreceptor-specific nuclear receptor agonism; Q9Y5X4; CHO-S Gal4-NCOR/VP16-NR2E3 two-hybrid, luciferase; inhibition of corepressor binding, % at 3.98 µM; 360,000 compounds, 0.35% hits; AID 602229;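 active = inhibition above the mean of all tested compounds plus 3 SD, cut at about 70% in these data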;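 note: 0% = DMSO with NR2E3 transfected cells and 100% = cells lacking NR2E3 construct; higher means lower luciferase signal from less NR2E3 corepressor binding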
Target sequence (Q9Y5X4 whole entry, looked up, the tested form may be a part): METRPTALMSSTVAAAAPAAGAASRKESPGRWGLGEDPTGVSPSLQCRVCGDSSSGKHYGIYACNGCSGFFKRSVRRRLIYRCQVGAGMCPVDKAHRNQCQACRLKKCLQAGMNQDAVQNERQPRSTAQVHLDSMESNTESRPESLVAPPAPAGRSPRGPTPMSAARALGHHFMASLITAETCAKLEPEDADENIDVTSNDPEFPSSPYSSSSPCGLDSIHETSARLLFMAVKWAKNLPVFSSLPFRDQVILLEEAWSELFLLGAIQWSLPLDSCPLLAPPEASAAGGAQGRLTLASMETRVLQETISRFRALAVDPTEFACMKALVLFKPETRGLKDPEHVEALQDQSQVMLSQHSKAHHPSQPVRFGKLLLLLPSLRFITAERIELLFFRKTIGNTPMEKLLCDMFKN
HIF-2a inh – blocks HIF-2a reporter activity | 360,000 compounds, 0.72% hits | 786-0 RCC cells HIF-2a reporter, luciferase luminescence, overnight | inhibition, % at 18.8 µM;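 active = inhibition of the luminescence signal of 40% or more relative to plate controls, in a single-dose primary screen at 18.75 µM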
TWEAK-Fn14 inh – inhibitors of TWEAK-Fn14 interaction signaling. TWEAK-stimulated Fn14 reporter cells, luciferase luminescence, 8 h. inhibition, % at 10 µM. 360,000 compounds, 2% hits. AID 1159606; in the data active = inhibition above about 50%
NR2E3 ag-2 – agonists of human nuclear receptor NR2E3. GST-NR2E3/biotin-RetCOR TR-FRET, 1536-well. inhibition of corepressor binding, % at 4.78 µM. 320,000 compounds, 0.12% hits. AID 2300;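 active = percent inhibition above the cutoff of mean plus 3 SD of all tested compounds, set per screening campaign, cut at about 20% in these data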;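 note: 0% = DMSO wells and 100% = biotin wells as full block of FRET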
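Test system – NR2E3–RetCOR corepressor complex · Quantity – NR2E3 fusion 1.35 nM · Buffer or medium – Tris pH 7.5 · Incubation – Compound–protein incubation for 5 h at 4 °C · Technique – TR-FRET, Eu(K)-anti-GST donor, streptavidin-D2 acceptor, ex 340, em 617/671 nm · Evaluation – percent inhibition of 671/617 nm emission ratio versus biotin and DMSO controls · Plate – 1536-well format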
Peg3 promoter – Peg3 promoter activity inhibition; inhibition, % at 20 µM; 360,000 compounds, 1.7% hits; AID 588405; HeLa PEG-Prom luciferase reporter, luminescence, overnight;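 active = inhibition of at least 50% at 20 µM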
An asterisk follows results filed as active; . = not tested or not shown. Some of the compounds tested, so the mix of outcomes need not match the whole.

SMILES,NR2E3 ag-1,TRAIL sens C8,Peg3 promoter,TWEAK-Fn14 inh,KKLEB tox,CF NFkB block,Shn3 inh set2,NR2E3 ag-2,HIF-2a inh,TRPM1 prom inh,TROY NFkB inh
O=C(COC(=O)c1cccc(Cl)c1Cl)NCc1cccs1,-3,-10,2,-14,10,-6,-3,2,1,-20,-6
Nc1cc(Br)cc2c1[nH]c(=O)c1ccccc12,5,-3,-10,-31,5,-38,3,.,-9,.,-16
O=C(CSc1nnnn1Cc1ccccc1)Nc1cccc(F)c1,-5,0,7,-21,6,-2,-2,1,-4,1,10
OCCC1CN(Cc2ccc3nsnc3c2)CCN1CCc1ccccc1 (stereo unspecified),-6,2,9,-22,8,-10,4,3,17,3,6
COc1ccc(OC)c(NC(=O)c2cc3ccccc3o2)c1,-46,7,-35,-27,0,4,-9,-3,-72,-3,-47
O=C(c1ccco1)N1CCN(C(=O)C2(S(=O)(=O)c3ccc(Cl)cc3)CC2)CC1,-18,-24,-5,12,6,-9,35,8,19,-2,1
C=CCn1c(N)c(C(=O)N2CCN(C)CC2)sc1=S,-10,7,4,-2,15,-4,7,0,-2,-11,11
O=C(O)c1cc([N+](=O)[O-])ccc1NCCO,-8,-16,22,-4,-11,1,-10,-1,-1,-11,-6
O=C(Cn1c(=O)oc2cc(S(=O)(=O)N3CCCC3)ccc21)N1CCN(c2ccccc2F)CC1,-9,6,16,8,10,31,0,4,1,2,-2
O=C(N/N=C/c1coc2ccccc2c1=O)c1ccccc1,-41,11,11,9,3,6,10,2,10,3,-10
Cc1ccc2nsnc2c1S(=O)(=O)N1CCCC1C(=O)O (stereo unspecified),16,-3,20,13,-19,-1,-26,-1,15,9,3
O=C(Cc1ccc2c(c1)OCCO2)N1CCN(S(=O)(=O)c2ccccc2C(F)(F)F)CC1,-18,-5,15,6,-15,14,7,5,13,2,5
Cn1c(CN2CCOCC2)nnc1SCC(=O)Nc1ccc([N+](=O)[O-])cc1O,-30,-4,1,16,-2,12,-12,-2,9,1,-1
O=C(CSc1ncnc2c1cnn2Cc1ccccc1)Nc1ccc2c(c1)OCCO2,5,-1,8,-10,-1,-3,63,-2,13,5,.
COc1ccc(N2CCN(C(=O)COc3ccc4c(C)c(C)c(=O)oc4c3C)CC2)cc1,-17,-31,6,-21,4,-15,-6,3,17,-8,-3
CC(=O)Nc1ccc(C=C(C(C)=O)C(C)=O)cc1,15,-9,18,-10,-4,4,1,0,14,-5,10
CCN(CC)CCNC(=O)c1ccc2c(c1)ncn2C1CCCCC1,-1,-1,11,2,1,7,13,1,-1,-8,23
CC1SC(=S)N(c2ccc(N(C)C)cc2)C1=O (stereo unspecified),-11,-5,7,35,10,13,6,-4,16,-3,9
Nc1no[n+]([O-])c1-c1ccccc1,-4,-6,23,-8,1,-6,1,2,8,4,-4
O=C(Nc1nnc(-c2ccccc2Cl)o1)c1cccnc1,-17,-2,-116,-22,-4,-9,-5,1,-106,-18,-33
O=C(COC(=O)/C=C/c1ccccc1)NCc1ccc(Cl)cc1,2,1,5,-15,10,-13,23,-1,11,-11,15
CCOC(=O)[C@H]1[C@H]2COc3cc(OC)ccc3[C@@H]2N2C(=O)c3ccc(F)cc3NC(=O)[C@@]12C,-22,-2,11,-13,17,-15,-34,1,-12,5,3
N/N=c1\sc2ccccc2n1-c1ccccc1,-12,-16,14,-6,7,-12,-12,1,12,0,-19
C/C(=N\NC(=O)c1nnn(-c2nonc2N)c1-c1ccc2c(c1)OCO2)c1ccc(F)cc1,-2,-6,18,-19,0,26,9,1,12,-9,1
CCNc1nc(NCC)n2c(SCC(=O)Nc3ccccc3[N+](=O)[O-])nnc2n1,12,-1,28,5,-3,-14,-4,-1,26,5,6
O=C(CNC(=O)Cc1ccccc1)NCc1cccc(C(F)(F)F)c1,-42,-7,18,2,10,2,-6,-1,8,1,16
O=C(c1ccc(=O)[nH]n1)N1CCc2ccccc2C1,11,-3,5,-16,-4,13,-4,-3,13,12,-3
CCN(CC(=O)Nc1cc(OC)ccc1OC)Cc1nc2ccccc2c(=O)[nH]1,6,8,8,27,-9,29,18,-4,22,8,11
Cc1ccc2[nH]c(=O)c(CN(C(=O)c3cccs3)c3ccccc3)cc2c1,-13,-11,21,2,15,-8,25,-1,1,-1,18
C#CCOCCOCCOCCNc1nc(N2CCOCC2)nc(N2CCN(C(=O)[C@H](Cc3ccc(O)cc3)n3cc([C@@H](N)C(C)CC)nn3)CC2)n1 (stereo partly specified),9,-11,1,-16,15,-10,-23,0,7,-3,-1
Cc1c(NC(=S)NC(=O)c2cc3ccccc3o2)c(=O)n(-c2ccccc2)n1C,5,3,4,6,-4,-12,-2,1,11,7,-8
Cn1cccc1Cc1nnc(SCC(N)=O)n1CCc1ccccc1,-8,-3,3,-8,-5,24,12,-2,-31,-3,18
COc1ccc(C2=NOC(Cn3nc(C(=O)NCC4CC4)cc3-c3ccccc3)C2)cc1 (stereo unspecified),27,-4,25,-7,6,-6,17,1,15,0,-8
C=C(CN(C)C)C(=O)c1ccc(OC2OC(COC(C)=O)C(OC(C)=O)C(OC(C)=O)C2OC(C)=O)cc1 (stereo unspecified),1,47,100*,15,-28,60*,98*,.,89*,115*,16
COc1ccc(Cl)cc1C(=O)N1CCN=C1SC,5,-10,6,-11,-3,9,1,4,-9,-5,-20
COC(=O)Cc1c(O)ccn(Cc2ccc(F)cc2)c1=O,20,-12,7,-10,0,1,-5,1,2,-5,15

The closing 2 entries of the part above lead into the next.
SMILES,NR2E3 ag-1,TRAIL sens C8,Peg3 promoter,TWEAK-Fn14 inh,KKLEB tox,CF NFkB block,Shn3 inh set2,NR2E3 ag-2,HIF-2a inh,TRPM1 prom inh,TROY NFkB inh
COc1ccc(Cl)cc1C(=O)N1CCN=C1SC,5,-10,6,-11,-3,9,1,4,-9,-5,-20
COC(=O)Cc1c(O)ccn(Cc2ccc(F)cc2)c1=O,20,-12,7,-10,0,1,-5,1,2,-5,15
C=CCn1c(SCC(=O)c2ccc(O)c(O)c2)nnc1-c1ccc(C)cc1,-18,9,9,-15,-16,-7,4,4,5,4,5
CN(C)c1ccc(P(=O)(CC(=O)N/N=C/c2ccc(C#N)cc2)OCCCl)cc1 (stereo unspecified),7,-1,14,16,6,-11,14,1,10,-16,-10
COc1ccc2c(c1)[C@H]1[C@H](CO2)[C@H](c2ccccc2)[C@]2(C)C(=O)Nc3cc(F)c(F)cc3C(=O)N12,-32,0,16,5,-24,20,3,4,9,15,23
CC1=NN(c2ccc([N+](=O)[O-])cc2)C(c2ccccc2)C1 (stereo unspecified),-5,2,25,-1,-9,10,3,1,24,15,0
CN1C/C(=N\S(=O)(=O)c2ccccc2)N(C)C1=O,8,-9,9,0,-10,-1,16,2,9,2,9
Cn1cc(S(=O)(=O)Nc2ccc(Cl)cc2Cl)c(=O)n(C)c1=O,6,9,13,-7,4,-5,-12,3,9,-2,5
O=C(COc1ccc(F)cc1Br)N1CCc2ccccc21,-174,36,-346,-3,-7,1,-64,-4,-236,-42,-44
COc1ccc(CC(=O)N2CCN(c3ccccc3OC)CC2)cc1OC,2,-16,15,9,3,-9,4,4,1,-4,-13
COc1ccc2nc(N3C(=O)CC(Cc4cc(C)cc(C)c4)C3=O)sc2c1 (stereo unspecified),-5,-6,16,-27,5,0,-12,2,25,-6,-2
CCOc1[nH]n(-c2ccccc2)c(=O)c1C=NCc1ccncc1,-14,-3,5,-51,10,-11,-25,-1,6,-4,-17
CCN(CC)C(=O)/C(=C\c1cccc([N+](=O)[O-])c1)NC(=O)c1ccco1,13,-8,7,1,6,8,-7,-2,17,-3,6
c1ccc(Cn2nnc3c(N4CCCC4)ncnc32)cc1,13,-2,18,7,-1,-3,3,1,-14,2,15
Cc1ccc(C)c2nc(Cl)c(C3NC(=O)c4ccccc4N3)cc12 (stereo unspecified),-29,-4,31,19,-23,20,-1,-2,-3,-16,16
COc1ccc(C(CNC(=O)c2cccn2C)N2CCOCC2)cc1 (stereo unspecified),-29,-11,-67,1,-17,22,-27,-1,-57,-42,-34
COC(=O)C(NC(=O)CNS(=O)(=O)c1ccc(Br)cc1)c1ccccc1 (stereo unspecified),-16,-6,4,14,9,1,6,3,7,-6,12
CN(Cc1ccccc1)C(=O)CC(c1ccccc1)c1cc(Cl)ccc1O (stereo unspecified),-25,1,40,17,-8,10,6,2,20,1,8
O=C(Oc1ccc(O)cc1)C12CC3CC(CC(C3)C1)C2,-5,3,7,9,-3,11,-8,-1,5,-6,-8
O=C(c1cccs1)N1CCN(c2ccc(Cl)cc2)CC1,-60,-5,-65,-24,-7,15,-12,0,-91,-17,-8
COc1ccc2c(c1)c(CC(=O)NCc1cc([N+](=O)[O-])ccc1O)c(C)n2C(=O)c1ccc(Cl)cc1,-26,14,33,43,-15,25,1,4,5,10,62*
O=C(CCS(=O)(=O)c1ccccc1)Nc1nnc(C(F)(F)F)s1,0,0,-80,-3,-23,10,23,6,-19,-15,8
COC(=O)C1=C(C)NC(=O)NC1c1ccco1 (stereo unspecified),6,0,2,1,10,4,0,1,13,-4,-1
CC(C)c1ccc(C(=O)NN2CCOCC2)cc1,-20,-3,4,16,18,-18,-6,1,-2,-1,-11
O=S(=O)(NC1CCCCC1)c1ccc(Cl)s1,-4,5,6,20,1,-12,4,0,-14,-5,-1
Cc1cc(C(=O)COc2ccc(C#N)cc2)c(C)n1C1CC1,-38,-9,-27,-10,9,2,0,-1,-50,-10,5
CCCC(=O)Nc1nc2nc(-c3ccccc3)cc(=O)n2[nH]1,-9,-8,10,-2,-12,-2,-10,1,16,1,11
Cc1cccc(OCCCC(=O)O)c1C,3,6,8,7,-3,6,2,2,17,-1,9
COc1ccc(-c2cc(C(=O)N(C)CC(=O)Nc3ccccc3Cl)c3ccccc3n2)cc1OC,12,11,44,15,-20,23,8,-2,-18,-5,-4
CCC(C)c1ccc(NC(=S)Nc2ccc(OC)cc2C)cc1 (stereo unspecified),5,-9,10,6,1,2,-20,-1,11,-4,11
CC(C)C(=O)N1CCN(c2ccccc2NC(=O)Cc2ccc(Cl)cc2)CC1,-4,24,10,-23,-7,6,0,-1,26,-3,11
